SMARCA2 activ: increases SMARCA2 function in MMTV reporter cells | MG213 cells, MMTV-luciferase reporter, dexamethasone, overnight | activation, % at 9.1 µM | 1% of 370,000 active; in the data active = activation above about 7.8%;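 note: 0% = vehicle wells and 100% = reference activator wells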
DAX1 inh-1: inhibits human nuclear receptor DAX1; P51843; AID 504766; 0.99% of 340,000 active; HEK293 Gal4-DAX1 luciferase reporter, luminescence; inhibition, % at 6.75 µM;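 active = inhibition above the mean over all tested compounds plus 3 SD, cut at about 4.2% in these data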;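 note: 0% = DAX1-transfected cells with DMSO and 100% = empty-vector control cells with DMSO; inhibition shows as a rise in luminescence from relieved DAX1 repression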
DAX1 inh-2: inhibitors of DAX1 repression of SF-1 activated StAR promoter | AID 652010 | HEK293T StAR-luciferase reporter, SF-1/DAX-1 repression relief | inhibition, % at 6.8 µM | 1.1% of 370,000 active;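 active = inhibition above the mean over all tested compounds plus 3 SD, cut at about 3.6% in these data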;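 note: 0% = DAX-1 cells with DMSO and 100% = cells lacking DAX-1 with DMSO; higher inhibition means more luminescence from relief of DAX-1 repression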
hgDAF12 agonist: hgDAF-12 agonism, primary luciferase screen | HEK293 GAL4-hgDAF12 UAS-luciferase reporter, agonist luminescence; normalized to butyrate control | activation, % at 6.8 µM | 1.8% of 370,000 active;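 active = activation above a cutoff set at the mean of all screened compounds plus 3 SD, cut at about 10% in these data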;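 note: 0% = DMSO wells and 100% = sodium butyrate wells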
hcDAF12 agonist: H. contortus DAF-12 activation, primary screen. HEK293 hcDAF-12 lit1-tk-luc reporter, luminescence; 0% DMSO, 100% Δ7-dafachronic acid. activation, % at 6.8 µM. 1.4% of 370,000 active;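 active = activation above the mean of all tested compounds plus 3 SD, cut at about 5.5% in these data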;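 note: 100% = response to 3 µM Δ7-dafachronic acid high control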
PG9 binder: binds the HIV-1 gp120 antibody PG9; TR-FRET gp120-PG9 antibody binding; inhibition, % at 6.7 µM; 0.43% of 360,000 active; AID 624416; in the data active = inhibition above about 8.5%
ADAM10 inh: inhibitors of human ADAM10; O14672; recombinant ADAM10, EDANS/DABCYL FRET peptide cleavage, 3 h; inhibition, % at 7 µM; 0.62% of 370,000 active;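 active = inhibition above a per-campaign cutoff equal to the mean of compounds falling between control-based bounds plus 3 SD, cut at about 20% in these data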;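 note: 0% = DMSO wells while the 100% control is not disclosed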
FXN GAA850 act: frataxin GAA850 promoter activation | HEK293 lucGAA850 FXN promoter luciferase reporter, 24 h; percent of 10 µM SAHA response | activation, % at 6 µM | 0.56% of 360,000 active;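 active = activation above the average of all compounds screened plus 3 SD, cutoff fixed separately per campaign, cut at about 7.5% in these data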;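 note: 0% = DMSO wells and 100% = 10 µM SAHA wells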
ssDAF12 agonist: activators of S. stercoralis DAF-12 nuclear receptor. HEK293 ssDAF-12/GRIP1 lit1-tk-luc reporter, luminescence; % of 3 µM dafachronic acid response. activation, % at 6.8 µM. 1% of 370,000 active. AID 652126;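 active = activation above the mean over all tested compounds plus 3 SD, cut at about 0.9% in these data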;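 note: 0% = DMSO-only wells and 100% = 3 µM delta7-dafachronic acid wells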
GC-A act: GC-A (human) enzyme activation. AID 1671463. HEK293 GC-A cells, cGMP TR-FRET, EC30 ANP; 0% at EC30 ANP, 100% saturating ANP. 0.14% of 370,000 active. P16066. activation, % at 10 µM; in the data active = activation above about 40%
Target sequence (P16066 whole entry, looked up): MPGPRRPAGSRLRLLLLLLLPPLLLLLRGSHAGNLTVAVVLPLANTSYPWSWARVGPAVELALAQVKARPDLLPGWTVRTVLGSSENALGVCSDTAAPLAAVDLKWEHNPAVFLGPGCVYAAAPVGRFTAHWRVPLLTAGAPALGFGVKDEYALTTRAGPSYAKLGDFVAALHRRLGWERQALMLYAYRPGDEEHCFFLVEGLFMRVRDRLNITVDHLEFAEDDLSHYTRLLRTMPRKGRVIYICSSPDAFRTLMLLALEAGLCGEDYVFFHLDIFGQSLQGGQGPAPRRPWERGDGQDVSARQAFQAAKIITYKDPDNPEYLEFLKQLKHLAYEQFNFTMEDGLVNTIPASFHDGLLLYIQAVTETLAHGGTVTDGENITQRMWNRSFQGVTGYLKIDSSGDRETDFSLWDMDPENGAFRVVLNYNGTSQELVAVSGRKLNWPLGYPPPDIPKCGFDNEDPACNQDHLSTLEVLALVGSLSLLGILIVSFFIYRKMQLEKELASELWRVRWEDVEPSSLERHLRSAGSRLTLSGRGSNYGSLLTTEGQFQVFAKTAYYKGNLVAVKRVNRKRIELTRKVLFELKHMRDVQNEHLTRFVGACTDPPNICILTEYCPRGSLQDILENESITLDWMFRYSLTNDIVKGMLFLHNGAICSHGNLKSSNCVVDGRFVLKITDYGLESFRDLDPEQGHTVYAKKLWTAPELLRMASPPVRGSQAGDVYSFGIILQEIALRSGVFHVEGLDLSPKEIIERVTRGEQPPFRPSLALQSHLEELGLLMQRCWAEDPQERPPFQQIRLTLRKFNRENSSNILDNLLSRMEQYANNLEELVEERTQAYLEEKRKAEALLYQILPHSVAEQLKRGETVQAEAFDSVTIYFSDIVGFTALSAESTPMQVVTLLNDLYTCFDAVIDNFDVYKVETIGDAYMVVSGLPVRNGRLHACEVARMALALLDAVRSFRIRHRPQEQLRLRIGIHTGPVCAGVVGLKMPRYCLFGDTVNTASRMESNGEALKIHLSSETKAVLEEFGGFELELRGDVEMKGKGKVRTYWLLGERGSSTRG
ADAM17 inh: inhibitors of human ADAM17. 0.83% of 370,000 active. inhibition, % at 6.95 µM. AID 720648. P78536. recombinant ADAM17, EDANS/DABCYL FRET peptide cleavage;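 active = inhibition above the mean of compounds lying between control limits plus 3 SD, set per campaign, cut at about 8.5% in these data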;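 note: 0% = DMSO-only wells as the low control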
* hit, by the source's call; / = no result given.

Compound,ADAM10 inh,hcDAF12 agonist,hgDAF12 agonist,ADAM17 inh,DAX1 inh-1,ssDAF12 agonist,FXN GAA850 act,PG9 binder,DAX1 inh-2,GC-A act,SMARCA2 activ
Cc1cccc(OCCNC(=O)c2ccc(Oc3ccc(C(F)(F)F)cc3[N+](=O)[O-])cc2)c1,26*,-0.4,-0.2,0,-0.4,-1.2,-1.4,0.2,-0.5,/,0
Cc1cccc(NC(=O)CSc2nnc(CCC(=O)Nc3ccc(C)c(Cl)c3)n2C)c1,-5,-0.7,4.1,-1,-0.1,-1.4,0.9,0.4,0.0,-4,1
CCOC(=O)C(C(=O)OCC)C(CC(=O)C1CC1)c1ccccc1 (centres undefined),5,-0.4,-0.5,2,-0.1,-1.1,1.7,0.5,0.5,-6,3
Cn1nc(-c2ccc(Cl)cc2)c2cc(C(=O)N3CCN(C(=O)c4ccco4)CC3)sc21,-6,1.8,-0.6,1,1.7,-0.8,0.5,-2.2,0.3,-6,-1
C=CCOc1ccc(/C=C/C(=O)OCC(=O)N2CCN(S(=O)(=O)c3ccc(C)cc3C)CC2)cc1,-7,-0.8,2.6,-5,0.7,-1.2,0.7,1.5,-0.3,1,-3
C/C(=N\NC(=O)c1cccc(S(=O)(=O)Nc2cccc(Cl)c2)c1)c1cccs1,10,3.5,-1.1,-2,-0.8,-1.5,2.0,-1.0,0.0,-8,-1
COc1ccc(-c2cc(C(=O)NNC(=O)c3csc(N4CCOCC4)n3)c3ccccc3n2)cc1OC,-15,-2.4,-2.9,-4,-2.2,-1.1,-3.7,-1.4,-6.3,2,-2
C=CCSc1cc(C)nc2c(-c3ccccc3)c(C)nn12,-1,-1.0,1.6,2,-0.3,-1.1,3.5,0.5,-0.5,-2,-1
CCN1C=C(C(C)=O)C(=O)CC1,-2,1.6,0.7,-2,1.7,-0.4,1.0,-0.5,-0.3,-1,1
CC(=O)OCC1=C(C(=O)O)N2C(=O)[C@@H](NC(=O)Cc3ccccc3)[C@H]2SC1,-8,0.7,-1.8,0,0.6,-0.9,2.0,0.2,-0.2,3,-2

Given with values under each structure: entries from further up.
Values run as follows: ADAM10 inh | hcDAF12 agonist | hgDAF12 agonist | ADAM17 inh | DAX1 inh-1 | ssDAF12 agonist | FXN GAA850 act | PG9 binder | DAX1 inh-2 | GC-A act | SMARCA2 activ
CCOC(=O)C(C(=O)OCC)C(CC(=O)C1CC1)c1ccccc1 (centres undefined)
  5 | -0.4 | -0.5 | 2 | -0.1 | -1.1 | 1.7 | 0.5 | 0.5 | -6 | 3
Cn1nc(-c2ccc(Cl)cc2)c2cc(C(=O)N3CCN(C(=O)c4ccco4)CC3)sc21
  -6 | 1.8 | -0.6 | 1 | 1.7 | -0.8 | 0.5 | -2.2 | 0.3 | -6 | -1
C=CCOc1ccc(/C=C/C(=O)OCC(=O)N2CCN(S(=O)(=O)c3ccc(C)cc3C)CC2)cc1
  -7 | -0.8 | 2.6 | -5 | 0.7 | -1.2 | 0.7 | 1.5 | -0.3 | 1 | -3

Other structures.
Compound,ADAM10 inh,hcDAF12 agonist,hgDAF12 agonist,ADAM17 inh,DAX1 inh-1,ssDAF12 agonist,FXN GAA850 act,PG9 binder,DAX1 inh-2,GC-A act,SMARCA2 activ
O=[N+]([O-])c1ccc(-c2nn(-c3ccccc3)cc2/C=N/n2c(-c3cccs3)n[nH]c2=S)cc1,-7,1.0,-1.1,-2,2.3,-1.9,-0.3,-0.2,-0.1,-11,-2
COC(=O)C1=C(C)N(c2cccc(C(C)=O)c2)C(=O)C1,8,-0.2,2.8,-4,-0.2,-0.8,-1.0,-0.6,-0.1,0,0
CSc1nc(=O)n2cc(C)ccc2n1,-11,0.7,4.3,-5,-0.8,-0.7,-1.9,-1.3,-0.1,0,-1
CC(C)(C)C1CCC2(CC1)NC(=S)N(c1ccccc1)N2 (centres undefined),0,0.4,-1.5,-5,0.0,-0.6,1.2,1.2,0.8,2,-2
COc1ccc(C2=Nc3ccccc3NC(=O)C2N(CCc2ccccc2)C(=O)c2cccs2)cc1 (centres undefined),-7,1.8,3.0,-1,/,0.2,/,-1.1,0.6,-4,0
O=C(C(=O)c1cc(Br)ccc1O)c1cc(Br)ccc1O,-2,-2.7,-12,1,-2.4,-1.7,-3.6,-2.4,-4.2,13,-7
O=C(CCCC(=O)N(CC(=O)NC1CCCC1)Cc1ccc(F)cc1)Nc1ccccn1,-3,-1.0,0.1,0,0.3,-1.3,-0.4,1.7,-0.6,3,0
Cc1ccnc2c(N3C(=O)C4C5C=CC(C5)C4(C)C3=O)cccc12 (centres undefined),-3,1.0,-0.9,3,1.1,-0.4,0.7,0.2,-0.5,0,-2
Cc1ccc(C(CC(=O)c2ccc(Cl)cc2)C(=O)O)cc1 (centres undefined),6,-0.5,0.0,1,-0.4,-0.5,0.8,-0.8,-0.2,1,2
Cc1ccnc(SC2CC(=O)N(c3ccc(C(C)C)cc3)C2=O)n1 (centres undefined),0,-0.3,0.3,-3,1.2,-1.1,-1.8,-2.4,0.0,2,0

Next entries
Compound,ADAM10 inh,hcDAF12 agonist,hgDAF12 agonist,ADAM17 inh,DAX1 inh-1,ssDAF12 agonist,FXN GAA850 act,PG9 binder,DAX1 inh-2,GC-A act,SMARCA2 activ
O=c1cc(-c2ccccc2Cl)oc2c(NS(=O)(=O)c3cccc4nsnc34)ccc(O)c12,12,-0.8,-1.4,3,0.8,-1.4,3.0,0.3,-0.3,0,0
Cc1cccc(NC(=O)c2nc[nH]c2C(=O)N[C@@H](C)C(=O)OC(C)(C)C)c1,10,-1.3,-3.4,4,0.1,-1.2,0.5,-0.1,-0.4,-3,2
O=C(NCc1ccco1)C(=O)c1cn(CC(=O)N2CCCC2)c2ccccc12,9,0.2,0.0,0,-0.1,-1.9,-1.1,-1.1,0.5,2,1
Cc1cc(=O)n(-c2ccccc2Cl)[nH]1,1,-0.9,0.2,-4,-0.3,-1.3,1.0,-0.9,0.1,0,-3
CC(=O)c1c(N2CCN(c3ccccc3)CC2)nc(=S)n(-c2ccccc2)c1C,0,-1.0,-2.9,-3,0.1,-1.0,0.8,-0.8,-0.5,4,-3
Cc1cc2ncn(CC3CC3(Cl)Cl)c2cc1C (centres undefined),2,-2.2,-2.3,-2,-0.2,-1.8,0.6,0.5,0.2,-3,-3
CC(=O)Nc1ccc(NC(=O)CCCN2C(=O)C(c3ccccc3)Oc3cccnc32)cc1 (centres undefined),-8,-0.1,-1.5,-4,1.8,-1.1,4.1,0.0,-0.6,1,-1
CCOc1ccc(NC(=S)NCc2cccnc2)cc1,-4,-1.4,-0.8,-3,0.6,-1.0,0.3,-1.4,-0.7,4,0
COc1ccc(N2CCN(Cc3nc(N)nc(Nc4ccccc4OC)n3)CC2)cc1,1,-2.1,-4.2,-1,-0.6,-1.1,2.5,-0.2,0.3,2,-4
CC1(C(=O)Nc2ccc3c(c2)OCCO3)CCC(=O)N1CCc1c[nH]c2ccccc12 (centres undefined),-2,-1.7,0.8,-5,/,-0.4,/,0.4,-0.4,-3,-4

Next part
Compound,ADAM10 inh,hcDAF12 agonist,hgDAF12 agonist,ADAM17 inh,DAX1 inh-1,ssDAF12 agonist,FXN GAA850 act,PG9 binder,DAX1 inh-2,GC-A act,SMARCA2 activ
COc1ccc(CN(C)C(=O)[C@@H](Cc2ccccc2)NC(=O)[C@H]2O[C@@H](n3ccc(N)nc3=O)[C@H](O)[C@@H]2O)cc1OC,4,-0.4,-0.1,0,/,-0.7,/,-0.5,0.7,0,-1
N#C/C(=C/c1ccc(N2CCOCC2)c([N+](=O)[O-])c1)C(N)=O,1,-2.3,2.8,0,-1.1,-1.4,0.8,-0.8,-0.6,-1,-4
Cc1cc(C)cc(OCC(=O)OC/C(O)=C(\C#N)c2nc3ccccc3[nH]2)c1,-11,-0.8,-2.6,-3,-0.4,-1.0,4.8,8.3,-0.6,-2,2
CC(C)N(Cc1ccccc1)S(=O)(=O)c1ccc(F)cc1,4,0.0,-0.6,1,-0.2,-0.8,-0.9,-1.9,-1.0,-3,-3
CCOC(=O)N1CCN(c2c(NCc3ccccn3)c(=O)c2=O)CC1,-17,-0.9,-2.4,-5,0.6,-0.6,2.1,-2.2,-0.3,11,-2
COc1ccccc1-c1c(C)nn2c(N3CCC(C)CC3)cc(C)nc12,-2,-0.6,-2.2,-3,-3.6,-1.5,0.6,-0.9,-0.5,-2,5
Cn1c(=O)c2c(ncn2CC(=O)N2CCCc3ccccc32)n(C)c1=O,-3,0.8,-1.1,-4,1.6,-1.3,2.0,-1.2,0.2,3,1
CCOc1ccc(S(=O)(=O)N2CCC(C(=O)NCCc3ccc(OC)c(OC)c3)CC2)cc1,-1,-2.4,-1.0,-4,0.3,-0.9,1.0,-1.4,0.0,5,-2
O=C1c2nccnc2C(=O)N1c1ccc(C(F)(F)F)cc1,0,1.1,0.2,-4,-0.3,-1.5,2.1,0.5,-0.5,-2,-2
CCOc1ccc2nc(COC(=O)c3cccc([N+](=O)[O-])c3)c(C(C)=O)[n+]([O-])c2c1,-11,-0.4,0.2,-11,/,-0.9,1.4,-0.3,-0.2,-4,-4

The results go on.
Compound,ADAM10 inh,hcDAF12 agonist,hgDAF12 agonist,ADAM17 inh,DAX1 inh-1,ssDAF12 agonist,FXN GAA850 act,PG9 binder,DAX1 inh-2,GC-A act,SMARCA2 activ
c1ccc(-n2nnnc2SCc2cn3cccnc3n2)cc1,-377,-1.9,0.9,-109,0.5,-1.0,0.9,-3.5,0.1,2,1
CCOC(=O)c1ccc(NC(=O)CCNc2c(N3CCCC3)c(=O)c2=O)cc1,-4,-0.2,1.5,-6,-0.1,-1.4,0.8,-1.4,-0.2,1,1
CCOC(=O)c1cnc2c(c(C)nn2C)c1Oc1cc(Cl)cc(Cl)c1,1,-0.1,0.0,0,2.0,-1.0,2.1,0.7,-0.5,-2,1
N#C/C(=C\c1ccc(OCc2cccc(C(=O)O)c2)cc1)C(=O)NCc1ccco1,-18,2.4,15*,-9,-1.4,-0.7,3.9,-0.8,3.8*,-3,4
CNc1[nH]c(=O)[nH]c(=O)c1N=Nc1cc(Cl)ccc1Cl,-18,2.5,-1.3,-5,/,-1.1,0.5,0.1,-0.1,-3,1
COc1ccc(Cl)c2sc(N(Cc3cccnc3)C(C)=O)nc12,5,-2.5,2.8,-3,0.3,-1.6,-1.4,-0.6,1.0,-7,-3
COc1ccccc1C1N(c2cc(Cl)ccc2OC)C(=O)C2CCCN21 (centres undefined),-20,0.1,-2.8,-2,0.1,-0.8,-0.3,-0.2,0.7,-16,-1

Bioassay records: PubChem BioAssay, several laboratories
